High-throughput results as filed in PubChem BioAssay.
CHRM1 agonist – agonists of human M1 muscarinic receptor; P11229; CHO-K1 hM1, Fluo-8 calcium fluorescence, agonist mode; 0% DMSO, 100% acetylcholine EC100; activation, % at 3 µM; 0.33% of 360,000 active;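 active means activation above the run's mean compound activation plus 3 SD, cut at about 16% in these data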;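 further: peak over basal fluorescence ratio within a 140 s kinetic read after compound addition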
Target sequence (P11229 whole entry, looked up): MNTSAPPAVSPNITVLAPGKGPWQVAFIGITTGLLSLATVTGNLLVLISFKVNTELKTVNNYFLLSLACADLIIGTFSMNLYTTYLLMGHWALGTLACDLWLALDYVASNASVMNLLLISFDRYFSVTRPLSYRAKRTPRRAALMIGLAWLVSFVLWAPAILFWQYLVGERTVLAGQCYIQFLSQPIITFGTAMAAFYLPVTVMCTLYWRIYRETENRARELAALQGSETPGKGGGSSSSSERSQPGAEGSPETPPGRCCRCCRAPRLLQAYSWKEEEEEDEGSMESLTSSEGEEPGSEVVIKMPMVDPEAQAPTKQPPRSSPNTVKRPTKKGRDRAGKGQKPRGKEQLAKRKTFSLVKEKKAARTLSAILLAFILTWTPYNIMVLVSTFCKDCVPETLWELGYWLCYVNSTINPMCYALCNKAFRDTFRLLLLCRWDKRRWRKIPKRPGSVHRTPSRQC
CHO parental Ca – counter-screen for OX1R antagonists: effect in parental CHO cells | parental CHO-K1, ATP-induced calcium, Fluo-8 fluorescence | inhibition, % at 5.6 µM | 0.63% of 330,000 active;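 active means inhibition above that plate's mean sample inhibition plus 3 SD, cut at about 26% in these data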;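 further: 0% = ATP-challenged DMSO wells and 100% = DMSO wells without ATP; some compounds past the cut are filed as inactive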
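Test system: untransfected parental CHO cell line; also added: ATP stimulus; dosing: 5.6 µM, single dose; signal: calcium-sensitive Fluo-8 fluorescence; measure: percent inhibition of ATP-evoked calcium rise, normalized to controls; benchmarks: low control ATP plus DMSO, high control DMSO only; replication: one well per compound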
CHO-K1 Ca ag – counter-screen for M1 agonists: effect in parental CHO-K1 cells. Fluo-8 calcium fluorescence; scaled to maximal ATP response, vehicle zero. activation, % at 3 µM. 0.48% of 360,000 active. AID 602248; in the data active means activation above about 15%;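 further: untransfected CHO-K1 host cells lacking M1 receptor as counterscreen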
TAAR1 antag – antagonists of human TAAR1; Q96RJ0; CHO RD-HGA16 TAAR1, Fluo-8 calcium fluorescence, antagonist; inhibition, % at 3 µM; 1.5% of 360,000 active;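 active means inhibition above a per-plate cutoff, the mean inhibition of test compounds on that plate plus 3 SD, cut at about 49% in these data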;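 further: 0% = DMSO plus EC80 beta-PEA response and 100% = DMSO alone without agonist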
Target sequence (Q96RJ0 whole entry, looked up): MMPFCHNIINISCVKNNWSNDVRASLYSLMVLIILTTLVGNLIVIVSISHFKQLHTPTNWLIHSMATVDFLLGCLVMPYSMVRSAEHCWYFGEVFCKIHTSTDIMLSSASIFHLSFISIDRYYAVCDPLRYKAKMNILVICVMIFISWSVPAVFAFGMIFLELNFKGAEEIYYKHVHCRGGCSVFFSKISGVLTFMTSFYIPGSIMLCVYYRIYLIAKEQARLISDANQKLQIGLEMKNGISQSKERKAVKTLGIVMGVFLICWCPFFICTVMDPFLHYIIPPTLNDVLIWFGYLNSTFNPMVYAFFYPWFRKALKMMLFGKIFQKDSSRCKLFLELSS
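Test system: RD-HGA16 CHO cells with stable hTAAR1 and Gα16 / Probe or stimulus: EC80 β-phenethylamine stimulus / Times: seeding 17-24 h prior, 75-min 37 °C, 30-min RT dye loading / Detection: Fluo-8 calcium-sensitive fluorescence / Read-out basis: % inhibition scaled between DMSO and EC80 PEA controls / Repeats: singlicate, one well per test compound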
TAAR1 ag – agonists of human TAAR1. 0.99% of 360,000 active. CHO RD-HGA16 TAAR1, Fluo-8 calcium fluorescence; vehicle wells 0%, saturating PEA agonist 100%. activation, % at 3 µM;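 active means activation above the mean activation of all test compounds in the run plus 3 SD, cut at about 38% in these data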
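System: CHO RD-HGA16 cells carrying human TAAR1 plus Gα16; Incubation: 17-24 h seeding, 75 min 37 °C dye, 30 min RT; Measured by: Fluo-8 fluorescence, 5 s baseline then 140 s kinetic read; Control set: DMSO and PEA EC100; Replication: single well for each compound.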
CHRM1 PAM – potentiates human M1 receptor response to acetylcholine; CHO-K1 hM1, Fluo-8 calcium fluorescence, ACh EC20; 0% = ACh EC20, 100% = maximal ACh; P11229; 0.088% of 360,000 active; activation, % at 3 µM; AID 588819; in the data active means activation above about 19%, passing the limit was not always enough
M1 antag – antagonists of human M1 muscarinic receptor | P11229 | CHO-K1 hM1, Fluo-8 calcium fluorescence, ACh EC80 antagonist | inhibition, % at 3 µM | 1.3% of 360,000 active;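 active means percent inhibition above its own plate's cutoff, namely the mean of that plate's compound wells plus 3 SD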;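 further: peak over basal fluorescence ratio during 140 s after agonist addition; 0% = ACh EC80 plus DMSO and 100% = DMSO alone without agonist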
M1 PAM parental – M1 PAM counterscreen hit in parental CHO-K1 cells; ATP EC20, Fluo-8 calcium fluorescence; 0% at ATP EC20, 100% at ATP max; activation, % at 3 µM; 0.02% of 360,000 active; AID 602247;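 active means activation above the run cutoff, the mean activation of all test compounds plus 3 SD, cut at about 40% in these data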;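 further: peak over basal fluorescence ratio in a 140 s read after ATP addition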
CHO-K1 Ca antag – M1 antagonist counterscreen hit in parental CHO-K1 cells. ATP-induced calcium, Fluo-8 fluorescence. inhibition, % at 3 µM. 0.6% of 360,000 active;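 active means inhibition above a per-plate cutoff, the plate's mean sample inhibition plus 3 SD, cut at about 24% in these data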;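 further: 0% = DMSO plus EC80 ATP and 100% = DMSO alone without ATP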
Active calls of the source: *; . = not tested or not shown. Compounds were not picked by outcome; about 4.4% have a hit in one of these screens.

entry	mol	CHRM1 agonist	CHO parental Ca	CHO-K1 Ca ag	TAAR1 antag	TAAR1 ag	CHRM1 PAM	M1 antag	M1 PAM parental	CHO-K1 Ca antag
1	COc1ccccc1N1CCN(S(=O)(=O)CCNC(=O)c2cccs2)CC1	5	.	1.3	-11	2	14	-3	-15	4
2	COc1ccc(-c2ccc(-c3nnn(CC(C)=O)n3)cc2)cc1	-6	7	0.5	9	7	10	-4	14	9
3	O=C(CCN1CCN(CCO)CC1)Nc1ccc(Br)cc1	0	17	-0.5	16	3	9	-1	8	-3
4	CCN1CCN(C(=O)c2cc3ccc(OC)cc3[nH]2)CC1	-4	-10	0.9	-17	1	7	-11	6	-1
5	CC(=O)c1ccc(N=C2SCCCN2C(=O)C2CCCC2)cc1	-6	-10	-0.1	-8	4	-2	4	-10	2
6	CCC(=O)NCCc1nc2cc(NC(=O)c3ccc(F)cc3)ccc2n1C	-4	1	1.0	-14	0	11	-16	17	-13
7	COc1ccc2[nH]c(=O)c(CN(Cc3cccnc3)S(=O)(=O)c3ccccc3F)cc2c1	-7	-28	7.0	69*	24	-14	31*	7	17
8	CC(C(=O)NCc1cccs1)N1C(=O)c2ccccc2C1=O (stereo not given)	-4	-21	0.1	.	.	7	-9	3	-6
9	O=S(=O)(NCCCCCNS(=O)(=O)c1ccccc1)c1ccccc1	4	12	4.2	9	5	-5	-11	-9	24*
10	O=C(N=C1SC2CS(=O)(=O)CC2N1c1cc(Cl)ccc1Cl)C1CCCO1 (stereo not given)	-1	-19	-0.1	-7	1	10	-11	21	-8
11	CC(C)Cn1nc(NS(=O)(=O)c2cccc3nonc23)c2cc3ccccc3nc21	-4	-28	0.6	-8	-4	4	-5	0	-12
12	c1csc(CCCN2CCCCC2)c1	-6	.	0.0	-12	2	-3	-1	-14	8
13	Cc1noc(N)c1C1(O)C(=O)Nc2c(Cl)cc(Cl)cc21 (stereo not given)	5	-15	0.6	-2	2	10	-16	18	-12
14	O=C(CCNc1ccccc1)c1cccc([N+](=O)[O-])c1	-6	-7	-0.4	9	5	-3	-1	6	-11
15	CCCCc1ccc(-c2nc(-c3ccncc3)no2)cc1	-3	-4	0.2	3	14	3	-14	16	-7
16	CC1=C(C(=O)Nc2ccccc2C(=O)NCc2ccccc2)SCCO1	-2	-20	2.2	9	4	1	-4	-9	-6
17	Cc1c(NC(=O)c2cccc(S(=O)(=O)N3CCOCC3)c2)c(=O)n(-c2ccccc2)n1C	-11	3	1.1	0	13	0	3	23	-33
18	COc1ccc(CNC(=O)COC(=O)c2c(NC(C)=O)sc(C)c2C)cc1OC	-3	.	0.8	-13	-1	0	1	0	5
19	COc1ccc(N2CCN(C(=O)CSc3nnc4c(C)cc5ccccc5n34)CC2)cc1	-7	-22	4.4	48	11	-8	23	-5	-1
20	Cc1ccc(NC(=O)CS(=O)CC(=O)N2CCN(c3ccccc3)CC2)cc1 (stereo not given)	-6	-21	-0.3	-15	-2	3	4	4	-13
21	Cn1cccc1Cc1nnc(SCC(=O)Nc2ccccc2)n1-c1ccc(F)cc1	-1	-4	0.8	4	0	4	-13	1	-5
22	COCCCn1cnc2c(c1=O)c1nc3ccccc3nc1n2CCc1ccccc1	-3	.	0.3	-4	8	2	-11	15	3
23	Cc1cc(C)n(CC(=O)Nc2ccc([N+](=O)[O-])cc2)n1	-2	11	1.9	-10	12	1	-2	-4	-4
24	CCOC(=O)C(C(=O)Nc1ccccc1)C1CCCCC1 (stereo not given)	-4	-9	0.4	10	3	4	1	5	2
25	Cn1c(NC(=O)c2ccc(F)cc2)c(-c2cccs2)c(=O)c2ccccc21	-3	-21	2.1	-14	5	7	-5	17	-11
26	CCCS(=O)(=O)N1CCC(C(=O)NCCCN(CC)c2cccc(C)c2)CC1	-5	-9	1.3	-14	-1	-5	-3	23	-9
27	CN(C)CCNS(=O)(=O)c1ccc(N2CCN(c3ccc(F)cc3)CC2)c([N+](=O)[O-])c1	-3	5	12	15	20	4	2	17	5
28	CC1CCCCC1NC(=O)CN1C(=O)NC(Cc2ccccc2)(Cc2ccccc2)C1=O (stereo not given)	-2	-21	0.2	23	6	2	1	4	-8
29	Cn1cc(CC(=O)NCCN2CCOCC2)c2ccccc21	-6	-4	0.1	-25	9	15	-8	8	-4
30	CCCN1CCN(CCCNC(=O)c2cc3c(=O)[nH]c4ccccc4c3s2)CC1	21*	-6	0.4	13	0	-7	12	10	-9
31	COc1ccc(/C=N/NC(=O)CCSc2nc3ccccc3s2)cc1OC	-4	-18	5.9	4	12	2	-6	25	-7
32	Cc1cccc(NC(=O)C(=O)NCC2CCCN2S(=O)(=O)c2cccs2)c1C (stereo not given)	-5	-16	2.5	5	1	-2	0	18	-3
33	CC1CCN(c2nc3c(c(=O)[nH]c(=O)n3C)n2Cc2ccccc2Cl)CC1	-2	4	0.1	-6	-2	7	-12	23	-6
34	O=C(c1ccc(OC2CCN(CCc3ccccc3)CC2)cc1)N1CCCC1	-5	-27	1.5	-6	1	-10	9	11	-8
35	Nn1c(SCC(=O)N2CCOCC2)nnc1-c1cccnc1	-3	-1	0.2	-1	-1	5	-2	5	-1
36	O=C(OC(C(=O)Nc1cccc(C(F)(F)F)c1)c1ccccc1)C1CCCCC1 (stereo not given)	-8	1	1.4	7	2	-15	1	15	-5
37	COc1cc(NC(=O)COC(=O)CSc2ccccc2F)c(C)cc1[N+](=O)[O-]	-9	-13	0.8	-8	1	8	-5	21	-9
38	COCCNC(=O)c1onc(CSc2nc3ccccc3[nH]2)c1C(=O)NCCOC	-3	-18	0.4	-8	6	4	-2	-6	-12
39	Cc1ccc2nc(Cn3cc(C(F)(F)F)cc(Cl)c3=O)cc(=O)n2c1	-5	8	0.7	-19	2	8	-9	9	-16
40	O=C(O)CCC(=O)N1CCN(c2ccccn2)CC1	-3	-3	0.8	-2	12	7	-6	18	-6
41	COc1ccc(CCN2CCCC(CN(C)Cc3cc(OC)c(OC)c(OC)c3)C2)cc1 (stereo not given)	-9	-25	1.1	-1	2	3	-23	21	-7
42	COC(=O)N/N=C/c1cccc(OCCSc2ccc(Cl)cc2)c1	-3	3	4.9	27	3	-5	4	0	3
43	Cc1ccc(S(=O)(=O)N2CCOCC2)cc1NC(=O)CN(C)C1CCS(=O)(=O)C1 (stereo not given)	-6	-4	-0.1	-13	1	13	-15	4	0
44	CCOc1ccc2nc(SCC(=O)NC(=O)NCc3ccco3)[nH]c2c1	-5	-7	-0.8	-2	3	4	-7	4	-8
45	CC1(C(=O)NCc2cccc(C(F)(F)F)c2)CCN1C1Cc2ccccc2C1 (stereo not given)	-4	.	0.1	-10	-1	-6	9	-8	-7
46	COc1ccc(S(=O)(=O)N2CCCCCC2)cc1C(=O)N(C)Cc1ccc(OC)c(OC)c1OC	-2	-22	3.7	32	5	-4	3	-4	8
47	Cc1nn(C)cc1CNC(=O)C1CCC(=O)N(Cc2cccc(C(F)(F)F)c2)C1 (stereo not given)	-1	-6	0.1	2	0	3	-5	12	-10
48	COc1ccc(C(=O)C2CCCN(Cc3ccc(Sc4nncn4C)o3)C2)cc1F (stereo not given)	-13	2	1.8	6	2	-27	19	14	-17
49	COc1ccc(/C=N/NC(=O)c2ccccc2O)cc1Cn1nnc2ccccc21	-2	-13	3.4	0	0	3	-11	20	-21
50	COc1ccc(CCNC(=O)COC(=O)c2ccc(Br)o2)cc1	-5	-1	0.1	9	2	5	-14	12	-6
51	CCc1nnc(NC(=O)CSc2nnc(-c3ccoc3C)n2-c2cccc(C)c2)s1	-2	-2	0.0	-17	0	9	-25	-2	-9
52	COc1ccc(OCCCC(=O)OCC(=O)Nc2ccc(Cl)cn2)cc1	-1	11	0.5	-34	4	0	3	0	-1
53	COc1ccc(CCN(C)C(=O)c2cccc(S(=O)(=O)NCc3ccccc3)c2)cc1OC	1	-22	3.4	-30	3	5	-5	-1	-2
54	O=C1C(Oc2ccccc2)C(c2ccc3c(c2)OCO3)N1CCc1ccc(F)cc1 (stereo not given)	-7	-25	0.3	10	1	-2	9	9	-6
55	COC(=O)C1CSc2[nH]c(=O)sc2C1c1ccc(O)c(OC)c1 (stereo not given)	-2	-3	-0.1	-13	5	13	0	20	-9
56	Oc1c(C=Nc2cccnc2)sc2ccccc12	-2	-7	0.8	1	6	-10	4	2	-8
57	CCC(C)NC(=O)C(=O)NCC1CCCN1CC (stereo not given)	-8	-6	1.2	-17	5	-3	6	0	-10
58	COc1ccc(C(c2nnnn2C2CCCCC2)N2CCN(c3ccc(OC)cc3)CC2)cc1 (stereo not given)	-5	-8	0.7	-6	4	-8	-17	25	-13
59	COC(=O)c1ccc2nc(-c3ccc(C)cc3)c(Cc3cccc(Cl)c3)n2c1	.	.	1.3	3	4	.	.	15	-9
60	Cc1ccc(NC(=O)CNC(=O)C2CCCCC2)nc1	-3	-13	0.5	0	0	-3	3	-6	-10

Three neighbouring entries from above, for reference:
entry	mol	CHRM1 agonist	CHO parental Ca	CHO-K1 Ca ag	TAAR1 antag	TAAR1 ag	CHRM1 PAM	M1 antag	M1 PAM parental	CHO-K1 Ca antag
41	COc1ccc(CCN2CCCC(CN(C)Cc3cc(OC)c(OC)c(OC)c3)C2)cc1 (stereo not given)	-9	-25	1.1	-1	2	3	-23	21	-7
42	COC(=O)N/N=C/c1cccc(OCCSc2ccc(Cl)cc2)c1	-3	3	4.9	27	3	-5	4	0	3
43	Cc1ccc(S(=O)(=O)N2CCOCC2)cc1NC(=O)CN(C)C1CCS(=O)(=O)C1 (stereo not given)	-6	-4	-0.1	-13	1	13	-15	4	0

Next entries:
entry	mol	CHRM1 agonist	CHO parental Ca	CHO-K1 Ca ag	TAAR1 antag	TAAR1 ag	CHRM1 PAM	M1 antag	M1 PAM parental	CHO-K1 Ca antag
61	O=C1C=C(O)C(n2cncn2)C(c2ccc(F)cc2)C1 (stereo not given)	-3	-12	3.7	4	0	3	-8	0	-6
62	CCC(C)NC(=O)NC1C(NC(=O)NC(C)CC)N(C)C(=O)N1C (stereo not given)	0	-6	2.3	13	2	-5	-6	0	2
63	CC(=O)OCC(=O)c1ccc2ccn(C(C)=O)c2c1	-2	-1	-0.1	7	7	2	-2	8	-13
64	Cc1cc(OCC(=O)NCC2CCC(C(=O)O)CC2)c2c(C)c(C)c(=O)oc2c1 (stereo not given)	-1	-5	8.7	-20	1	0	-2	-1	19
65	CC(C)(C)c1cc[n+](-c2[nH]c(=O)sc2/C=N/NC([S-])=Nc2ccccc2)cc1	0	11	3.9	-1	5	8	-12	-7	-11
66	CCc1ccccc1C1=CC(=O)C[C@H](c2ccc(OC)cc2)C1	-5	-18	0.1	27	6	-4	4	21	-16
67	COc1cccc(NC(=O)C(c2ccccc2)N2CCNC(=O)C2)c1 (stereo not given)	-5	-6	1.7	.	.	6	-8	13	-10
68	CCc1nc(SCC(=O)NNC(=O)c2ccc(C)cc2)c2ccccc2n1	-8	-16	-0.2	8	-5	14	-13	13	-18
